human PMI inhibition = inhibitors of human PMI, primary screen, biochemical, fluorescence intensity, coupled assay (AID 1209); purified PMI enzyme, coupled fluorescence intensity; higher % means a stronger effect; one-dose inhibition, % at 20 µM; IC50 in µM for titrated hits; 0.42% of 190,000 active;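 also: plate controls were DMSO vehicle for no effect and wells lacking substrate for full effect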
TNAP activation fold = human TNAP enzyme activators, primary screen, biochemical, luminescent, no phosphate acceptor, uHTS (AID 1001); 0.03% of 200,000 active; purified TNAP, luminescent activation assay, no phosphate acceptor; higher activation fold means a stronger effect; one-dose activation fold at 20 µM; EC50 in µM for titrated hits; in the data active = activation fold from about 3, or a potency from the dose series; inactive = the rest, 99 in 100 with activation fold below about 1.6; also: many of its hits are not listed in these tables
Lipid droplet = inhibitors of hepatocyte lipid droplet formation, primary screen, imaging, high-throughput imaging, BODIPY stain; AML12 mouse hepatocytes, oleate lipid droplets; inhibition, % at 6.5 µM; 0.4% of 240,000 active;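 active = lipid droplet intensity inhibited by at least 50%, with more than 500 cells counted; inconclusive = wells with under 300 cells, treated as cytotoxic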
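Test system: AML12 hepatocytes (mouse); reagent: oleate loading, 100 µM; dosing: one dose, 6.5 µM compound; incubation: overnight exposure; signal: fluorescence imaging, 20x objective, two fields per well; read-out basis: % inhibition of corrected integrated BODIPY droplet signal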
WT yeast gro inh = growth inhibition of WT strain, primary screen, mitochondrial fusion inhibitor project, WT and mutant strains, chemical genetic. 2.1% of 190,000 active. mitochondrial fusion phenotypic screen. inhibition, % at 10 µM; in the data active = inhibition above about 58%; tested in S. cerevisiae
CSM14.1 death rescue = rescue of cells from ER stress-induced death, primary screen, 384-well, CSM14.1, thapsigargin, ATP luminescence (AID 1222); CSM14.1 thapsigargin-induced death rescue, ATP luminescence; higher % means a stronger effect; cellular ATP content (survival), % at 20 µM, or EC50 in µM where a hit was titrated; 190,000 tested, under 10 active;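 active = EC50 below 50 µM in the dose-response confirmation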;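 also: death triggered by thapsigargin at about 15 µM added after 2 h compound pretreatment; cell ATP read after overnight thapsigargin exposure of roughly 18 to 22 hours; normalized against plate controls of thapsigargin alone and 5% DMSO vehicle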
PMI inhibition = human PMI inhibitors, high substrate, primary screen, biochemical, fluorescence intensity, high mannose 6-phosphate (AID 1220). Mannose-6-phosphate isomerase (Homo sapiens). recombinant PMI enzyme, coupled fluorescence intensity; higher % means a stronger effect. one-dose inhibition, % at 20 µM; IC50 in µM for titrated hits. 0.66% of 190,000 active
M1AAP inhibition = P. falciparum M1AAP inhibitors, biochemical, fluorogenic H-Leu-NHMec substrate, 1536-well (AID 1445); Aminopeptidase N (Plasmodium falciparum (isolate 3D7)); recombinant M1AAP, H-Leu-NHMec fluorogenic kinetic assay; higher % means a stronger effect; one-dose inhibition, % at 30 µM; IC50 in µM for titrated hits; 0.42% of 220,000 active;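 active = primary inhibition above the hit cutoff, then over 50% inhibition at one or more dose response concentrations, cut at about 23% in these data, passing the limit was not always enough; inconclusive = conflicting primary data, or primary hits not chosen for dose response; inactive = low primary inhibition, or under 50% at every dose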;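 also: plate controls were DMSO full reaction for no effect and no enzyme background for full effect; strong numbers were not always called active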
Myeloid diff 2 = induction of myeloid progenitor differentiation, primary screen, cell-based, flow cytometry, MLPCN library; ER-HoxA9 myeloid progenitors, lysozyme-GFP differentiation; calls only at 10 µM; 1% of 360,000 active; AID 624256, 2012;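 active = normalized GFP-positive differentiation at or above the plate's own cutoff, the solvent-only control mean plus 3 SD; inconclusive = no clear call, values can overlap the other calls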;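 also: cells exposed to compound for four days before flow analysis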
K1F lysis inhibition = inhibition of K1F phage lysis, E. coli UTI89, bacterial capsule biogenesis inhibitors, alamar blue (AID 488966); E. coli UTI89 K1F phage lysis, alamar blue, 2 h; higher % means a stronger effect; inhibition, % at 100 µM, or IC50 in µM where a hit was titrated; 0.02% of 340,000 active;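 active = phage lysis inhibition, versus mean bacterial control, above a set limit; inconclusive = no clear call, values can overlap the other calls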;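 also: capsule biogenesis inhibitors block K1F phage lysis so surviving cells raise fluorescence; higher fluorescence means more inhibition of phage lysis; actives were called in the ten point dose series up to 300 µM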
WT yeast gro inh mutant strain = second read-out of WT yeast gro inh, no call of its own (marks repeat the call); inhibition, %; mitochondrial fusion phenotypic screen, mutant strain inhibition
Lipid droplet cells 6.5 µM = further read-out of Lipid droplet, marked with its call; cell count; measured here: cell count, cytotoxicity flag;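 cells counted across two imaged fields per well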
Myeloid diff 2 GFP+ MAC1+ % = recorded beside Myeloid diff 2, whose call it bears; GFP+ MAC1+ double positive, %; measured here: differentiation confirmed by MAC1 staining
* marks the source's active call; other numbers are inactive results; i = inactive; ? = inconclusive; nt = no result given; [ ] = dose if it differs, or a comment. Rule as the data show it, unless noted: active = inhibition above about 50%; inactive = the rest.

Value order: WT yeast gro inh	Lipid droplet cells 6.5 µM	WT yeast gro inh mutant strain	Myeloid diff 2 GFP+ MAC1+ %	CSM14.1 death rescue	TNAP activation fold	human PMI inhibition	M1AAP inhibition	Lipid droplet	Myeloid diff 2	K1F lysis inhibition	PMI inhibition
COc1ccccc1CNC(=O)CCS(=O)(=O)c1ccc2c(c1)CCCN2C(C)=O
    nt	nt	nt	0.6	-1.9%	1.1	9%	-7%	nt	i	-0.1%	10%
COc1cc(NS(=O)(=O)c2ccccc2)ccc1-n1nc(C)cc1C
    -34	701	2	0.6	-2.7%	1	-1%	7%	29	i	0.1%	-1%
C=CCNC(=S)NNC(=O)c1ccc([N+](=O)[O-])cc1
    -6	683	15	0.3	-0.2%	1.7	-12%	-1%	-2	i	-2.1%	-6%
COc1cccc(Cn2c(-c3cccs3)noc2=O)c1
    0	707	-2	12	0.7%	1.1	8%	2%	3	i	5.0%	-1%
CC1(C)SC2[C@H](NC(=O)C(NC(=O)N3CCNC3=O)c3ccccc3)C(=O)N2C1C(=O)O (stereo partly specified)
    2	717	-7	nt	-1.1%	1.5	2%	16%	-7	nt	nt	-3%
CCCNC(=O)N1CCC(C(=O)c2ccc(Cl)cc2)CC1
    -11	nt	-14	4.2	-0.7%	1.1	-3%	6%	nt	i	0.2%	-2%
Cc1sc2nc(SCC(=O)N(C)C)[nH]c(=O)c2c1C
    21	731	-6	0.4	-3.1%	1.1	22%	10%	0	i	-0.1%	15%
N[C@@H](CO)c1nnc([C@H](CC(=O)O)NC(=O)C2CCNCC2)o1
    3	762	6	1.6	0.5%	1.1	-1%	2%	-2	i	-0.3%	-3%
Cn1c(=O)c2c(ncn2CC(O)CO)n(C)c1=O (stereo unspecified)
    4	740	-18	2.6	-2.0%	1	4%	-5%	1	i	5.4%	5%
O=C(O)CSCC(=O)NC1CCCc2ccccc21 (stereo unspecified)
    nt	741	nt	0.6	nt	nt	nt	-1%	-2	i	-0.2%	nt
O=C(c1ccc(Br)s1)N1CCN(c2ncccn2)CC1
    3	643	17	1.1	nt	1.1	1%	2%	-22	i	6.6%	2%
O=C(Cn1nc(Cc2ccncc2)c2ccccc2c1=O)Nc1cccnc1Cl
    nt	691	nt	0.8	nt	nt	nt	2%	-3	i	0.2%	nt
COc1ccc(NS(=O)(=O)c2coc(C(N)=O)c2)cc1Cl
    6	775	1	1.6	-0.8%	1.1	-19%	-2%	-8	i	5.1%	-6%
O=C(CSc1ccccn1)N/N=C/c1cc([N+](=O)[O-])ccc1O
    nt	650	nt	0.7	nt	nt	nt	31%	-15	i	-0.4%	nt
O=C(/C=C/NNC(=O)c1ccccc1)c1ccc([N+](=O)[O-])cc1
    5	693	5	0.2	-1.4%	0.9	6%	0%	-4	i	-1.1%	0%
COc1ccc(C(=O)n2nc(-c3ccc(OC)cc3)nc2N)cc1
    1	732	-5	0.3	-0.1%	1.1	7%	0%	29	i	3.0%	3%
CC(NC(=O)c1ccco1)C(=O)OCC(=O)c1ccc(Cl)s1 (stereo unspecified)
    1	707	12	0.3	-2.0%	1.1	-16%	11%	-14	i	1.0%	-14%
Cc1ccccc1CSCc1nc(N)nc(Nc2ccccc2C)n1
    5	666	16	1.0	-3.2%	1	0%	-3%	2	i	-1.2%	3%
CC(C)(C)c1ccc(C(=O)NCc2cccnc2)cc1
    0	nt	-15	3.7	5.2%	1.1	-8%	5%	nt	i	2.1%	0%
Cc1ccc(-c2nc3ccccn3c2C=O)cc1
    7	662	-2	0.4	-1.7%	1	-4%	-2%	-7	i	-0.8%	-2%
CCOC(=O)c1oc2ccccc2c1CSc1nnnn1-c1ccc(OC)cc1
    5	691	-10	2.1	-0.8%	1.1	6%	8%	10	i	4.0%	12%
CC(=O)Nc1ccc2nc(-c3ccccc3)cn2c1
    -6	664	-7	0.7	-10%	1.1	-6%	7%	9	i	2.9%[50 µM]	15%
CCc1nnc(NS(=O)(=O)c2ccc(N=Cc3c(C)[nH]n(-c4cccc(Cl)c4)c3=O)cc2)s1
    -5	634	14	0.5	-3.8%	1	-3%	15%	3	i	-1.2%[50 µM]	-4%
COc1cc(OC)cc(C(=O)NCc2n[nH]c(=S)n2-c2ccccc2OC)c1
    8	778	-3	1.8	1.6%	1	7%	3%	0	i	-0.3%[50 µM]	9%
CC(C)C(Nc1ncnc2c1oc1ccccc12)C(=O)O (stereo unspecified)
    6	694	7	0.1	2.1%	1.1	6%	-1%	0	i	0.3%	1%
O=C(NCC(=O)N(c1ccc2c(c1)OCO2)C(C(=O)NC1CCCC1)c1ccncc1)c1ccco1 (stereo unspecified)
    -10	760	3	1.0	-3.2%	1.1	11%	16%	-6	i	7.7%	4%
Cc1c(-n2c(O)c(C3=c4ccccc4=NC3=O)sc2=S)c(=O)n(-c2ccccc2)n1C
    -15	673	6	0.3	-2.1%	0.9	40%	12%	7	i	0.2%	47%
CCOc1ccccc1NC(=O)CCn1cccc1
    -11	700	4	0.7	2.4%	1	-1%	4%	20	i	-0.5%	-3%
O=C(COc1cccc(Cl)c1Cl)Nc1ccc2c(c1)CCC2
    1	717	-6	0.6	-3.0%	1.2	-2%	9%	-4	i	2.3%	-5%
COc1ccc(C2C(C#N)=C(N)Oc3c2ccc2cccnc32)cc1OC (stereo unspecified)
    4	308	8	nt	-1.1%	1	7%	1%	-191	?	-3.5%	25%
CC(=O)N1C(C(=O)O)CSC1c1cccc(C)c1 (stereo unspecified)
    -2	776	-6	1.6	-0.5%	1	3%	11%	8	i	-0.2%	-1%
Cc1nn(C)cc1/C=C/C(=O)c1cccs1
    -9	662	-4	0.8	-5.2%	1.1	-7%	9%	-9	i	0.4%	-4%
O=C(COC(=O)Cc1ccccc1F)Nc1ccc2c(c1)OCCO2
    6	650	3	0.0	-1.4%	1	18%	3%	-3	i	1.0%[50 µM]	13%
CCOc1ccc(CCNC(=O)C2CCC(=O)N2CCc2ccccc2)cc1OCC (stereo unspecified)
    17	716	21	6.3	0.8%	1.2	0%	2%	22	i	5.6%	0%
COCCOC(=O)C1=C(C)NC(=O)NC1c1ccc(OC(=O)c2ccco2)c(OC)c1 (stereo unspecified)
    -7	814	1	0.4	4.8%	1	9%	3%	-3	i	1.6%	6%
Cc1ccc(-c2nc(CS(=O)(=O)CC(=O)NCCCN3CCN(C)CC3)c(C)o2)cc1
    16	nt	14	3.0	0.0%	1.1	-10%	2%	nt	i	0.1%	-9%
O=C(Nc1ccc(S(=O)(=O)N2CCCC2)cc1)c1cc(=O)c2ccccc2o1
    nt	685	nt	1.2	nt	nt	nt	2%	0	i	1.2%[50 µM]	nt
Cc1ccsc1C(=O)Nc1ccc(F)c([N+](=O)[O-])c1
    5	653	-10	0.0	-3.2%	1	2%	5%	-1	i	0.1%	3%
COC(=O)c1ccc(CN2CCC(CO)(Cc3cccc(OC)c3)CC2)cc1
    14	661	13	0.4	-0.3%	1.1	nt	-2%	-4	i	-0.3%	nt
CC(=O)c1c(C)[nH]c(C(=O)O)c1C
    -11	771	5	0.4	1.2%	1.1	14%	0%	5	i	0.4%	11%
S=C1CSc2ccccc2N1
    8	695	-5	0.6	-1.0%	1.1	-5%	8%	2	i	0.6%	-6%
C[C@@H](C(=O)NCc1ccccc1)N1C(=O)C2CC=CCC2C1=O (stereo partly specified)
    -11	771	-11	1.1	-2.3%	1	6%	-1%	2	i	0.3%	4%
O=C(CNC(=O)c1ccccc1)Nc1cccc(C(F)(F)F)c1
    -19	539	16	0.1	-2.1%	1.1	12%	7%	1	i	3.7%	2%
Cc1sc2ccccc2[n+]1CC(=O)O
    nt	701	nt	0.4	nt	nt	nt	4%	-46	i	-0.1%	nt
CCCCC(c1nnnn1C1CCCC1)N1CCN(C(=O)c2ccco2)CC1 (stereo unspecified)
    4	786	1	1.3	-4.3%	1.1	3%	-2%	11	i	0.0%	-9%
CC1(C)CC2CC(C)(CN2S(=O)(=O)c2cccc(N)c2)C1 (stereo unspecified)
    -1	722	-1	0.2	-0.3%	1	10%	1%	2	i	-0.5%	17%
Nc1nncn1C(=O)CCc1ccccc1
    -3	693	-7	1.9	-3.5%	1.1	-2%	7%	0	i	-0.1%	-2%
Cc1ccc(-c2nnn(CC(=O)N(Cc3cccs3)C(C(=O)NC3CCCC3)c3ccco3)n2)o1 (stereo unspecified)
    -9	nt	-4	1.5	-1.2%	1.2	1%	-2%	nt	i	-4.3%	11%
Cc1ccc(S(=O)(=O)Oc2ccc(C3C4=C(CCCC4=O)OC4=C3C(=O)CCC4)cc2)cc1
    32	nt	-9	0.6	-0.4%	1	5%	6%	nt	i	4.3%	9%
CCc1ccc(CCC(=O)Nc2ccc(S(N)(=O)=O)cc2)o1
    3	673	5	6.9	nt	1.1	13%	0%	8	i	0.5%	13%
CCOC(=O)c1cnc(SCc2cccc3ccccc23)nc1N
    25	714	13	0.3	-0.2%	1.1	15%	-19%	17	i	0.2%	13%
CC(C)C(C(=O)NCC1CCCO1)N(Cc1cccs1)C(=O)CNS(=O)(=O)c1ccccc1 (stereo unspecified)
    5	677	-14	0.0	-0.1%	1.1	-5%	5%	-2	i	0.5%	4%
Cc1ccnc(NS(=O)(=O)c2ccc(NC(=O)c3ccc(S(=O)(=O)N4CCOCC4)cc3)cc2)n1
    -10	735	-28	0.3	-0.8%	1.1	2%	14%	11	i	2.0%	4%
CCC(C)NC(=O)c1n[nH]c(=O)c2ccccc12 (stereo unspecified)
    6	nt	8	3.8	nt	nt	nt	-2%	nt	i	-0.1%	nt
O=C(Nc1ccncc1)Nc1ccc(F)cc1F
    21	609	-5	1.3	nt	1.1	8%	-3%	0	i	-2.3%	4%

Single records, from the list above. Screens in order: WT yeast gro inh, Lipid droplet cells 6.5 µM, WT yeast gro inh mutant strain, Myeloid diff 2 GFP+ MAC1+ %, CSM14.1 death rescue, TNAP activation fold, human PMI inhibition, M1AAP inhibition, Lipid droplet, Myeloid diff 2, K1F lysis inhibition, PMI inhibition
Listed for Cc1ccnc(NS(=O)(=O)c2ccc(NC(=O)c3ccc(S(=O)(=O)N4CCOCC4)cc3)cc2)n1 = -10, 735, -28, 0.3, -0.8%, 1.1, 2%, 14%, 11, i, 2.0%, 4%
Listed for O=C(COc1cccc(Cl)c1Cl)Nc1ccc2c(c1)CCC2 = 1, 717, -6, 0.6, -3.0%, 1.2, -2%, 9%, -4, i, 2.3%, -5%

Bioassay records as filed in PubChem.
